Assay outcomes deposited in PubChem by National Center for Advancing Translational Sciences (NCATS).
TrxR1 substrate: is turned over as a substrate by rat TrxR1. AID 588456. O89049. purified TrxR1 substrate turnover, NADPH consumption readout. actives 0.01% (n = 390,000). Potency, µM (titrated, usually from 114 µM), for inactives: at the highest dose activity change, negative = substrate turnover; note: potency is the fitted concentration of half-maximal effect; nearly all actives have a fitted effect of over 50% in size
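Rat TrxR1, dispensed at 90 nM, was prereduced with 400 uM NADPH (final) for 5 min at ~22 deg C, then incubated with compound 15 min before 400 uM selenite. A first-read NADPH fluorescence drop versus no-compound background flagged substrates.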
PI4K2A inh: blocks human PI4K2A kinase activity; Q9BTU6; AID 1346378; activity change, negative = inhibition, % at 76.9 µM; purified PI4K2A, ADP-Glo luminescence, 1 h; active compounds read low; actives 0.13% (n = 420,000); in the data active = activity change below about -50%; inconclusive = mostly about -30% to -49%;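 note: -100% = wells without enzyme as full effect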
Target sequence (Q9BTU6 whole entry, looked up): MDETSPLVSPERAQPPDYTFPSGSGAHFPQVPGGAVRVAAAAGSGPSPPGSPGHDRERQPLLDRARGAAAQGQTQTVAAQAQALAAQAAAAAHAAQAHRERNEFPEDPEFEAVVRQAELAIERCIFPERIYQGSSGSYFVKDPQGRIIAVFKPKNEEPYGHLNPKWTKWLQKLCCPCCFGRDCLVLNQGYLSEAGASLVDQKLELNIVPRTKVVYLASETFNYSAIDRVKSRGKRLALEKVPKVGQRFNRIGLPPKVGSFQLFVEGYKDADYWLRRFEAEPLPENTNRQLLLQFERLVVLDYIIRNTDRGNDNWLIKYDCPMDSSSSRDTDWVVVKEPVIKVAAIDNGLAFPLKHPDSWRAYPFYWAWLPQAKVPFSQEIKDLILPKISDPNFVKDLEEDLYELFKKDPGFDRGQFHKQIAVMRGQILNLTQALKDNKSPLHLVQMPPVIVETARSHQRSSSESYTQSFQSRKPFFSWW
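PI4K2A activity was measured by ADP-Glo luminescence: enzyme (4 ug/mL stock) and phosphatidylinositol (1.2 mM stock) in Tris pH 7.5/MgCl2/EGTA/Triton X-100 buffer were reacted with ATP (300 microM stock) for one hour at ambient temperature.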
GLS inhibitor: blocks human kidney-isoform glutaminase activity | GLS enzymatic activity, qHTS titration | O94925 | AID 624170 | actives 0.21% (n = 410,000) | Potency, µM (highest dose often 45.5 µM), inactives show top-dose activity change, negative = inhibition, most hits filed as inhibitors; note: potency is the fitted concentration of half-maximal effect
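Coupled fluorescence readout: glutamate oxidase/HRP/Amplex Red detect glutamate formed by hKGA from L-glutamine (1 mM solution added). Buffer 45 mM KH2PO4 pH 8.2, 0.02% Tween-20; reads at t0 and 30 min RT.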
Pin1 inh: inhibitors of human Pin1 | Q13526 | Pin1 FP peptide displacement, HiFluor488, 10 min | Potency, µM (highest dose often 115 µM), without a hit: at the top dose activity, negative = inhibition, most hits filed as inhibitors | actives 0.009% (n = 390,000) | AID 504891; active = well fitted inhibition curve with a large enough effect in the polarisation, with a control signal flat, not every such curve was filed as active; inconclusive = small, poorly fitted or top-dose-only effect, or effect the other way, or a change in a side signal; inactive = no such curve, though single readings can be large or run the other way; the % refers to the polarisation; note: potency is the fitted concentration of half-maximal effect
Target sequence (Q13526 whole entry, looked up): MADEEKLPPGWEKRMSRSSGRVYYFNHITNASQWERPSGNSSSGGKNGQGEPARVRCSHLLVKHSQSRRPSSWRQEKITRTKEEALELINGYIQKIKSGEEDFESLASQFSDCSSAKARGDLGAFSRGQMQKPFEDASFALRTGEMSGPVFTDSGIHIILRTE
rTrxR1 inhibitor: rat TrxR1 inhibition; recombinant rTrxR1, NADPH fluorescence consumption, selenite substrate; Potency, µM (highest dose often 114 µM), inactives show at the top dose activity change, negative = inhibition, hits mostly inhibitors; actives 1% (n = 390,000); note: potency is the fitted concentration of half-maximal effect; nearly all actives have a fitted effect of over 65% in size
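Rat TrxR1 (90 nM in the dispensed reagent) was pre-reduced with 400 uM NADPH for 5 min at room temperature, then incubated with compound for 15 min. After 400 uM selenite was added, NADPH fluorescence (Ex 340/Em 450 nm) was followed for 8 min.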
* = called active by the depositor; ? = inconclusive; nt = no result given; & = joins results of further samples; [ ] = another dose, or the depositor's remark. Unless noted, calls come from the whole dose curve; as a rule, active = well fitted curve in the direction sought with a large enough effect; inconclusive = small, poorly fitted or top-dose-only effect, or another doubt; inactive = no such curve, though single readings can be large; an effect the other way counts as inactive or inconclusive. Unless noted, % is set by controls: 0 for no effect and ±100 for the full control effect. An excerpt, so the mix of outcomes need not match the whole.

SMILES,TrxR1 substrate,PI4K2A inh,GLS inhibitor,Pin1 inh,rTrxR1 inhibitor
O=C(O)c1cccc(-c2noc(-c3ccccc3F)n2)c1,nt,-6,8%,-1%,nt
O=C(O)c1ccc(-c2cccc(-c3nn4c(=O)cc(N5CCNCC5)nc4s3)c2)cc1,nt,-9,-4%,33%[activator],nt
CCC1=C[C@@H]2CN(C1)Cc1c([nH]c3ccccc13)[C@@](C(=O)OC)(c1cc3c(cc1OC)N(C)[C@H]1[C@@](O)(C(=O)OC)[C@H](OC(C)=O)[C@]4(CC)C=CCN5CC[C@]31[C@@H]54)C2,4%,-1,nt,nt,28µM*
Fc1ccc(C(OCCCc2cnc[nH]2)c2ccc(F)cc2)cc1,-1%[57.1 µM],0,nt,nt,4%[57.1 µM]
O=C1NC(=O)/C(=C/c2ccc(-c3ccc(F)cc3O)o2)S1,2%[57.1 µM],-1,nt,nt,?
NC(=S)c1ccc[n+]([C@@H]2O[C@@H](COP(=O)([O-])OP(=O)(O)OC[C@H]3O[C@@H](n4cnc5c(N)ncnc54)[C@H](OP(=O)(O)O)[C@@H]3O)C(O)C2O)c1 (stereo partly specified),11%[57.1 µM],-4,nt,nt,11%[57.1 µM]
[N-]=[N+]=Nc1ccc(C(=O)CSC[C@H](NC(=O)CC[C@H](N)C(=O)O)C(=O)NCC(=O)O)cc1,-3%[57.1 µM],2,nt,nt,?
COc1ccccc1N1CCN(CCN(C(=O)c2ccc(I)cc2)c2ccccn2)CC1,-5%[57.1 µM],-9,nt,nt,3%[57.1 µM]
O=C(c1ccc(Cl)cc1)N1CCN(c2ccc([N+](=O)[O-])c3ncccc23)CC1,?,4,nt,nt,6%[57.1 µM]
N[C@H](C(=O)O)[C@H](O)C(=O)O,-2%[57.1 µM],2,nt,nt,2%[57.1 µM]
OC[C@H]1O[C@@H](n2cnc3c(NC4CCCCC4)ncnc32)[C@H](O)[C@@H]1O,-2%[57.1 µM],0,nt,nt,-7%[57.1 µM]
NC(=O)C(=O)O,10%[57.1 µM],-4,nt,nt,13%[57.1 µM]
CCCCCCC(=O)OC1CC(C)(C)NC(C)(C)C1,-3%[57.1 µM],-4,nt,nt,6%[57.1 µM]
CC(C)C[C@H](NC(=O)[C@H](O)[C@H](N)Cc1ccccc1)C(=O)O,10%[57.1 µM],0,nt,nt,?
CC(=O)C(C)=O,7%[57.1 µM],-2,nt,nt,16%[57.1 µM]
NCC(O)C1CCCCCCC1 (stereo unspecified),-3%[57.1 µM],2,nt,nt,-10%[57.1 µM]

14 compounds from above, sorted by SMILES length, highest first.
SMILES,TrxR1 substrate,PI4K2A inh,GLS inhibitor,Pin1 inh,rTrxR1 inhibitor
CCC1=C[C@@H]2CN(C1)Cc1c([nH]c3ccccc13)[C@@](C(=O)OC)(c1cc3c(cc1OC)N(C)[C@H]1[C@@](O)(C(=O)OC)[C@H](OC(C)=O)[C@]4(CC)C=CCN5CC[C@]31[C@@H]54)C2,4%,-1,nt,nt,28µM*
NC(=S)c1ccc[n+]([C@@H]2O[C@@H](COP(=O)([O-])OP(=O)(O)OC[C@H]3O[C@@H](n4cnc5c(N)ncnc54)[C@H](OP(=O)(O)O)[C@@H]3O)C(O)C2O)c1 (stereo partly specified),11%[57.1 µM],-4,nt,nt,11%[57.1 µM]
[N-]=[N+]=Nc1ccc(C(=O)CSC[C@H](NC(=O)CC[C@H](N)C(=O)O)C(=O)NCC(=O)O)cc1,-3%[57.1 µM],2,nt,nt,?
OC[C@H]1O[C@@H](n2cnc3c(NC4CCCCC4)ncnc32)[C@H](O)[C@@H]1O,-2%[57.1 µM],0,nt,nt,-7%[57.1 µM]
O=C(c1ccc(Cl)cc1)N1CCN(c2ccc([N+](=O)[O-])c3ncccc23)CC1,?,4,nt,nt,6%[57.1 µM]
CC(C)C[C@H](NC(=O)[C@H](O)[C@H](N)Cc1ccccc1)C(=O)O,10%[57.1 µM],0,nt,nt,?
COc1ccccc1N1CCN(CCN(C(=O)c2ccc(I)cc2)c2ccccn2)CC1,-5%[57.1 µM],-9,nt,nt,3%[57.1 µM]
O=C1NC(=O)/C(=C/c2ccc(-c3ccc(F)cc3O)o2)S1,2%[57.1 µM],-1,nt,nt,?
Fc1ccc(C(OCCCc2cnc[nH]2)c2ccc(F)cc2)cc1,-1%[57.1 µM],0,nt,nt,4%[57.1 µM]
O=C(O)c1cccc(-c2noc(-c3ccccc3F)n2)c1,nt,-6,8%,-1%,nt
CCCCCCC(=O)OC1CC(C)(C)NC(C)(C)C1,-3%[57.1 µM],-4,nt,nt,6%[57.1 µM]
N[C@H](C(=O)O)[C@H](O)C(=O)O,-2%[57.1 µM],2,nt,nt,2%[57.1 µM]
NCC(O)C1CCCCCCC1 (stereo unspecified),-3%[57.1 µM],2,nt,nt,-10%[57.1 µM]
NC(=O)C(=O)O,10%[57.1 µM],-4,nt,nt,13%[57.1 µM]

Additional entries follow:
SMILES,TrxR1 substrate,PI4K2A inh,GLS inhibitor,Pin1 inh,rTrxR1 inhibitor
CO/S(=N\S(=O)(=O)c1ccc(Cl)cc1)c1ccc([N+](=O)[O-])cc1 (stereo unspecified),1%[57.1 µM],-8,nt,nt,-2%[57.1 µM]
Cc1cc(NC2CCCCC2)nc(-n2nc(C)cc2C)n1,9%[57.1 µM],-1,nt,nt,19%[57.1 µM]
CC(=O)O[C@H]1CC2(C)[C@@H](C[C@@H](O)[C@H]3[C@@]4(C)CC[C@@H](O)[C@@H](C)[C@@H]4CC[C@@]32C)C1=C(CCC=C(C)C)C(=O)O (stereo partly specified),6%[57.1 µM],0,nt,nt,12%[57.1 µM]
Nc1ccc2c3c(cccc13)C(=O)NC2=O,3%[57.1 µM],-1,nt,nt,?
C#CC(N)CCC(=O)O (stereo unspecified),8%[57.1 µM],2,nt,nt,?
CCCCCCCCCC(=O)NC(CN1CCOCC1)[C@H](O)c1ccccc1 (stereo partly specified),-7%[57.1 µM],4,nt,nt,?
O=C(O)CCC/C=C\C[C@@H]1[C@@H](/C=C/[C@H](O)C2Cc3ccccc3C2)[C@@H](F)C[C@@H]1O,8%[57.1 µM],2,nt,nt,17%[57.1 µM]
COc1ccc2c(c1)c(CC(=O)O)c(C)n2C(=O)c1ccccc1,2%[57.1 µM],1,nt,nt,2%[57.1 µM]
CNC(=O)[C@H]1O[C@@H](n2cnc3c(NCc4ccc(N)cc4)ncnc32)[C@H](O)[C@@H]1O,10%[57.1 µM],3,nt,nt,21%[57.1 µM]
NC1(C(=O)O)CCc2cc(C(=O)O)ccc21 (stereo unspecified),18%[57.1 µM],-11,nt,nt,?
C=C1C[C@@]23CC[C@H]4[C@@](C)(CCC[C@@]4(C)C(=O)O)[C@@H]2CC[C@]1(O)C3,6%[57.1 µM],3,nt,nt,10%[57.1 µM]
O=c1cc(N2CCOCC2)oc2c(-c3ccccc3)cccc12,18%[57.1 µM],0,nt,nt,20%&25%[57.1 µM]
Oc1ccc(/C=C/c2ccc(/C=C/c3ccc(O)cc3)c(Br)c2)cc1,75%[activator][57.1 µM],-4,nt,nt,22µM*
O=C1NC(=O)/C(=C/c2ccc3c(c2)OC(F)(F)O3)S1,-3%[57.1 µM],4,nt,nt,-8%[57.1 µM]
O=C(Nc1nc2ccccc2n1CCN1CCOCC1)c1cccc([N+](=O)[O-])c1,7%[57.1 µM],1,nt,nt,16%[57.1 µM]
O=C1c2c(O)cc(O)cc2OC(c2ccc(O)c(O)c2)C1O (stereo unspecified),4%[57.1 µM],0,nt,nt,?

New compounds follow:
Key to letters: A = TrxR1 substrate; B = PI4K2A inh; C = GLS inhibitor; D = Pin1 inh; E = rTrxR1 inhibitor
N=C(N)c1ccc(OCCCCCOc2ccc(C(=N)N)cc2)cc1 (tested in a mixture with another compound)
  A: 14%[57.1 µM] | B: -3 | C: nt | D: nt | E: 13%[57.1 µM]
COc1ccc(-c2cc3ncc(C)n3c(Nc3ncccc3C(N)=O)n2)cc1OC
  A: 63%[activator][57.1 µM] | B: ? | C: nt | D: nt | E: 24%[57.1 µM]
C=CC1(C)CC(=O)C2(O)C(C)(O1)C(OC(C)=O)C(O)C1C(C)(C)CCC(O)C12C (stereo unspecified)
  A: 5%[57.1 µM] | B: -8 | C: nt | D: nt | E: 14%[57.1 µM]
COc1ccccc1N1CCN(CCCCNS(=O)(=O)c2cccc3c(N(C)C)cccc23)CC1
  A: 4%[57.1 µM] | B: 2 | C: nt | D: nt | E: ?
CC1CN(S(=O)(=O)c2cccc3cnccc23)CCN1 (stereo unspecified)
  A: ? | B: -8 | C: nt | D: nt | E: -6%[57.1 µM]
Nc1ccc(-c2nc3ccc(-c4nc5ccc(N)cc5[nH]4)cc3[nH]2)cc1
  A: 66%[activator][57.1 µM] | B: 1 | C: nt | D: nt | E: 16%[57.1 µM]
Nc1ccc(CCNc2ncnc3c2ncn3C2OC(CO)C(O)C2O)cc1 (stereo unspecified)
  A: -8%[57.1 µM] | B: -1 | C: nt | D: nt | E: 6%[57.1 µM]
NCCCCN
  A: 4%[57.1 µM] | B: 2 | C: nt | D: nt | E: ?
